# High-throughput results deposited in PubChem by National Center for Advancing Translational Sciences (NCATS).
# KDM5B inh – Primary screen for KDM5B Histone Demethylases FDH-coupled qHTS. Lysine-specific demethylase 5B (Homo sapiens), Q9UGL1. KDM5B demethylase, FDH-coupled NADH fluorescence (FDH is formaldehyde dehydrogenase). Potency, µM (series often up to 57.7 µM), without a hit: top-dose activity change, negative = inhibition, usual class: inhibitors. actives 2.6% (n = 220,000). AID 1347165, 2019; active means well fitted inhibition curve with a large enough effect; inconclusive means small, poorly fitted or top-dose-only effect; inactive means no such curve, though single readings can be large or run the other way; further: 0% is about no effect; nearly all actives have a fitted effect of over 70% in size
#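 Inhibition is measured as reduced NADH fluorescence generation from FDH coupling to formaldehyde release. Truncated KDM5BΔAP at 200 nM final acts on H3K4me3 peptide (12.5 µM in substrate mix) in pH 7.5 HEPES buffer with Tween-20, 30 min, room temperature.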
# Active calls of the source: *; ? = inconclusive; & = joins results of further samples; [ ] = another dose, or the depositor's remark. Potency means the concentration at half of the fitted maximal effect.
# The opening 6 records, to show the layout:
Structure,KDM5B inh
COc1cccc(CN2C[C@@H](F)[C@@H](OCc3nc4ccccc4[nH]3)C2)n1,-6.9%[86.2 µM]
CCOC(=O)/C=C/C(=O)N1CCN(C(=O)/C=C/C(=O)OCC)CC1,-11.9%
COc1ccccc1C(CCNCc1ccc(N(C)C)cc1)c1ccc(OC(C)C)cc1 (centres undefined),16.7%
Cc1nc2c(n1O)CCc1c-2no[n+]1[O-],-18.4%
CC1(c2ccccc2Cl)NC(=O)N(CC(=O)NCc2ccc3c(c2)OCO3)C1=O (centres undefined),-9.7%
O=C(Nc1ccccc1)C(c1ccccc1)c1ccccc1,-2.7%

# The whole of this part (from the top)
Structure,KDM5B inh
COc1cccc(CN2C[C@@H](F)[C@@H](OCc3nc4ccccc4[nH]3)C2)n1,-6.9%[86.2 µM]
CCOC(=O)/C=C/C(=O)N1CCN(C(=O)/C=C/C(=O)OCC)CC1,-11.9%
COc1ccccc1C(CCNCc1ccc(N(C)C)cc1)c1ccc(OC(C)C)cc1 (centres undefined),16.7%
Cc1nc2c(n1O)CCc1c-2no[n+]1[O-],-18.4%
CC1(c2ccccc2Cl)NC(=O)N(CC(=O)NCc2ccc3c(c2)OCO3)C1=O (centres undefined),-9.7%
O=C(Nc1ccccc1)C(c1ccccc1)c1ccccc1,-2.7%
CCOC(=O)c1cccc(NS(=O)(=O)c2cc(-c3cnc(C4CC4)o3)ccc2C)c1,?
COc1cc(C(=O)Oc2ccc3c(=O)c(-c4ccccc4)coc3c2)cc(OC)c1OC,16.8%
Cc1onc(-c2c(Cl)cccc2Cl)c1NC(=O)NN(C)C,-11.5%
CC(=O)c1sc(Nc2cc(C)cc(C)c2)nc1C,-0.3%
Cc1cccc(C(=O)OCc2cc(=O)n3nc(C4CC4)sc3n2)c1,-10.1%
Cc1ccc(NC(=O)CC2CCCN(c3cnn(CC4CC4)c(=O)c3)C2)cc1 (centres undefined),-5.4%
Cc1nn(CC(=O)Nc2ccc3c(c2)nc(Cn2ccc4ccccc42)n3C)c(=O)c2ccccc12,-23.6%
CC(C)(C)C(CN1CCCC1)OC(=O)c1ccccc1C(=O)O (centres undefined),24.7%
c1ccc(Cc2nnc([C@H]3CCN(C4CCCCC4)C3)o2)cc1,?
CC(C)CNC(=O)c1c(-n2cnnn2)sc2c1CCC2,?
Cc1nn(CC(=O)N2CCN(c3ccc(F)cc3)CC2)c(=O)c2nc(C(C)C)sc12,-7.7%
COc1cccc(C(=O)c2cn(CC(=O)Nc3cccc(C)c3C)c3nc(C)ccc3c2=O)c1,7.6%
OB(O)c1cccc2c1Sc1ccccc1S2,-17.5%
Cc1nnsc1C(=O)N1CCCC(c2ccccc2)(c2ccccc2)C1,-15.2%
COc1ccccc1N1CCCc2ncc(C(=O)N3CCC[C@@H]3c3ccc(F)cc3)cc21,-26.4%[86.2 µM]
Cc1c(Cl)cccc1NC(=O)Cn1cccc1-c1nc(-c2ccc3c(c2)OCO3)no1,?
c1ccc2sc([C@H]3CCN(Cc4ccc5c(c4)OCO5)C3)nc2c1,?
O=C(Nc1cccc(C(F)(F)F)c1)Nc1nnc(N2CCCCCC2)s1,-17.2%
CN(C)[C@@H]1CN(Cc2cccc(C#N)c2)C[C@H]1CO,3.3%
COc1cc(C(=O)Nc2c(C(=O)O)[nH]c3ccc(Br)cc23)cc(OC)c1OC,21.7%
O=C(CN1C(=O)COc2ccc(C(=O)COc3ccccc3Cl)cc21)NCCc1ccccc1,?
CCOc1ccc(C(=O)/C=C/c2cccc(O)c2)cc1,-4.6%
CC(C)NC(=O)c1nc(-c2cccc(C(F)(F)F)c2)c2cnccn12,31.6µM*
CC(C)CCN1CCC12Cc1ccccc1NC2=O (centres undefined),-2.9%[86.2 µM]
Cc1ccc(NC(=O)[C@@H](c2ccccc2)N2Cc3ccccc3C2=O)cc1,-11.5%
CC(C)(C)OC(=O)N1CCC(c2c(C(=O)N3CCN(C4CCCCC4)CC3)cnn2-c2cccc(Cl)c2)CC1,-14.3%
O=C(NCc1cc(-c2ccccc2Cl)no1)C1CC2(CCNCC2)CN1 (centres undefined),-11.7%
COc1cccc(CN2CCc3nn(C)c(=O)n3CC2)n1,-10.4%
Cc1nn(C)c2nc(N3CCC(C#N)(c4ccccc4)CC3)sc12,?
COc1cccc(OCc2nc3ccccc3n2CCOc2ccccc2)c1,5.0%
CCOc1cccc(NC(=O)/C(C#N)=C/c2cccnc2)c1,?
CC(=O)N1CCC(N2C[C@H](O)C[C@H]2c2nc(-c3ccccc3)no2)CC1,3.7%[86.2 µM]
O=C(CSc1nnc2ccc(-c3ccc(F)cc3)nn12)N1CCCc2ccccc21,10.1%
CCCc1nnc2sc(-c3ccc(CNC(=O)c4ccccc4Br)cc3)nn12,20.1%
CCCS(=O)(=O)N1CCc2nn(CCOC)c(=O)n2CC1,-9.8%
CCNC(=O)c1cccc(NC(=O)c2nn(CC)c(=O)c3ccccc23)c1,13.6%
COc1cccc(NC(=O)N2CCCC(Cn3cnc4cccnc43)C2)c1 (centres undefined),21.4%
Cc1cc(=O)oc2cc(OCC(=O)Nc3nnc(C4CC4)s3)ccc12,-11.7%&-5.0%
O=C(CCSCc1cccc(Cl)c1)NCc1ccccc1Cl,-5.7%
O=C(CCN1C(=O)c2ccccc2S1(=O)=O)Nc1ccc(S(=O)(=O)N2CCCC2)cc1,11.7%
COCCCNC(=O)c1ccccc1-c1cc(C)no1,1.2%
Cc1ccc(-c2nn(CC(=O)NC3CCCCC3)c3c2cnc2ccccc23)cc1,-28.1%
Fc1ccccc1CN1CCNc2cc(Nc3ccccc3)ncc2C1,-26.7%[86.2 µM]
Cc1cc(C)c2c(CC(=O)Nc3ccc(S(=O)(=O)Nc4ncccn4)cc3)coc2c1,20.2%
COCCn1c(C)cnc1CCNC(=O)CC(C)C,6.8%
CCC(C)c1ccc(OCC(=O)Nc2ccc(OC)cc2)c(-n2cnnc2)c1 (centres undefined),4.4%
CC(C)c1noc(-c2cccn3c(CNC(=O)CCCc4ccccc4)nnc23)n1,?
COc1ccc(CN(C(=O)Nc2ccc(C)c(F)c2)C2CCN(C(C)=O)CC2)cc1,7.5%
COc1cccc(C(=O)Nc2nonc2-c2ccc(OC(C)C)cc2)c1,-19.3%
CCOc1ccc2c(c1)sc1nc(=O)n(-c3ccc(Cl)c(Cl)c3)c(=O)n12,15.5%
Cn1cc(-c2cnc3[nH]cc(CC(=O)NCC4CCOCC4)c3c2)cn1,?
CN(C)c1cc2c(cc1NS(=O)(=O)c1ccccc1)n(C)c(=O)n2C,?
O=S(=O)(O)CC(S)CS (centres undefined),?
COc1ccc(C)c2sc(NC(=O)c3ccc(S(=O)(=O)N4CCCC4)cc3)nc12,-22.1%

# (more compounds)
Structure,KDM5B inh
COc1ccccc1C(=O)N[C@@H]1CN(Cc2ccncc2)C[C@H]1CN(C)C,22.4µM*
CCCCCC(=O)Nc1nc2c(s1)C[C@@H]1[C@](C)(CO)[C@H](O)CC[C@@]1(C)[C@@H]2CC(=O)NCCOC,10.8%
O=Cc1cccc(Oc2ncnc3ccccc23)c1,26.7%[149 µM]
O=C(CCn1ccnc1)N1CCC(c2nc(CCOc3ccc(F)cc3)no2)C1 (centres undefined),12.4%
Cc1ccc2onc(CNC(=O)Nc3cc(F)ccc3F)c2c1,19.2%
COc1ccc2cc(C(=O)NCCOc3cccc(C)c3)[nH]c2c1,11.0%
Cn1ccn2ncc(C(=O)NC3CC(c4nnc(CO)n4C4CC4)C3)c12 (centres undefined),10.6%
NCC(=O)N1CCCC(N2CCN(c3cccc(Cl)c3)CC2)C1 (centres undefined),1.5%
COc1cc(NC(=O)Cn2c3c(c(=O)n2-c2ccccc2)Cc2cc(Cl)ccc2O3)cc(OC)c1,2.1%
Cc1ccc(-c2ccc3nnc(CNC(=O)c4ccccc4C)n3n2)cc1C,28.2µM*
O=c1oc2ccccc2c(N2CCCC2)c1NS(=O)(=O)c1ccc(Br)s1,9.3%
Cc1ccccc1OCC(=O)Nc1ccccc1OCc1cc(=O)n2ccccc2n1,6.4%
CC(C#N)CN(C)C(=O)CCNC(=O)OCC(F)(F)F (centres undefined),0.2%
O=C(NC[C@H]1O[C@H](Cc2cc(COc3ccccc3)on2)CC[C@@H]1O)Nc1ccc(F)cc1,-10.2%
Cn1cnc2cc(Nc3ccc(Cl)cc3F)cc(C(=O)NCc3cccnc3)c21,35.5µM*
CC(C)C(NC(=O)c1ccoc1)c1ccc(F)cc1 (centres undefined),27.1%
CC(C)(C)c1ccc(NC(=O)COc2ccccc2C#N)cc1,14.4%
CO[C@H]1C[C@@H](O)C12CCN(C(=O)c1oc(COc3ccccc3)cc1C)CC2,9.2%
CC(=O)NC1(C)CN(c2cccc(C(F)(F)F)c2)C1,-1.4%[115 µM]
Cc1nc(N2CCN(c3ccccc3F)CC2)[nH]c(=O)c1CCC(C)C,9.9%
O=C(NCCc1ccccc1)[C@@H]1COCC(=O)N1Cc1ccc(F)cc1,-5.1%
COc1ccccc1CNC(=O)c1ccc2c(c1)N(Cc1cccc(Cl)c1)C(=O)c1ccccc1S2(=O)=O,?
CC(NC(=O)C1CCN(C(=O)c2ccc(-n3ccc4ccccc43)s2)CC1)c1ccccc1 (centres undefined),23.1%
CCOC(=O)CN1C(=O)S/C(=C/c2cn(C)c3ccccc23)C1=O,-0.1%
N#CC1(C#N)[C@H](C(N)=O)[C@H]1c1ccccc1,-7.2%
COc1cccc(CNC(=O)C2CCN(c3cn[nH]c(=O)c3)C2)c1 (centres undefined),3.9%
CC(=O)Nc1cccc(-c2ccnc(-c3nnc(C)n3-c3ccccc3)c2)c1,-11.8%[86.2 µM]
Cc1ccc(NC(=O)C2CCCN(c3nnc(-n4c(C)ccc4C)s3)C2)c(C)c1 (centres undefined),?
COCCN(C)C(=O)c1nc2nc(-c3ccccc3)c(Cl)cc2n1C,?
C=CCNC(=O)c1cn2c(n1)CN([S+](=O)([O-])c1cccc(C(F)(F)F)c1)CC2,3.0%[115 µM]
CCOCC(=O)N1CCc2nc3cc(-c4ccc(OC)cc4)[nH]n3c(=O)c2C1,25.1µM*
CSc1ccc(C(=O)C2CCCN(C(=O)CN3CCOC3=O)C2)cc1 (centres undefined),14.8%
COc1ccc(CNC(=O)Cn2ccc3cc(S(=O)(=O)N4CCCCCC4)ccc32)cc1OC,-36.7%
O=C(CSc1nnnn1Cc1ccccc1)N1N=C(c2cc3ccccc3o2)CC1c1ccco1 (centres undefined),?
CC1=C(C(=O)Nc2ccccc2)C(c2cccc(C)c2)N2C(CC(=O)NC3CC3)=CSC2=N1 (centres undefined),-27.7%
CCC(CO)Nc1cccc2c1S(=O)(=O)N(Cc1cn(Cc3cccc(C(F)(F)F)c3)nn1)Cc1ccccc1O2 (centres undefined),?
Cn1cc(CN2C[C@@H]3C[C@H]2C(=O)N(CC2CC2)c2ccccc2O3)c2ccccc21,?
CCN(Cc1noc(C)n1)C(=O)CC1C(=O)NCCN1CC(C)(C)C (centres undefined),?
O[C@H]1CN[C@H](c2nc(-c3ccccn3)no2)C1,?
N#CCCN1CCN(C(C(=O)O)c2cn(CCC(=O)O)c3cc(Br)ccc23)CC1 (centres undefined),7.7%
Cc1ccc(C(=O)N/N=C/c2ccc(N(C)C)cc2)cc1,-21.6%
O=C(CCC[C@@H]1[C@H]2CCCN3CCC[C@@H](CN1C(=O)c1ccccc1F)[C@@H]23)N1CCOCC1,-18.5%
COc1ccc(-c2n[nH]c3c2CC(=O)N(CC2CCOCC2)C3)cc1F,-26.1%[86.2 µM]
O=C(NCCc1cccs1)c1cc2n(n1)CC(c1ccc3c(c1)OCO3)OC2 (centres undefined),?
CCCCn1c(=O)[nH]c(=O)c2c1nc(COC(=O)c1ccc(C)cc1)n2CCC,16.7%
CC#CCn1cc2c3c(cccc31)[C@H](CC(C)C)N[C@H](C(=O)NC(C)C)C2,-22.7%[86.2 µM]
CCc1nn(CC(=O)NC2CC2)c(=O)c2cc3ccccc3n12,?
COc1ccc2cc(C(C)C(=O)NCc3ccccc3)ccc2c1 (centres undefined),3.2%
CCN(CC)S(=O)(=O)c1cccc(C(=O)Nc2ccccc2C(=O)Nc2ccc(OC)cc2)c1,-26.7%
CCC1Oc2ccc(NC(=O)c3cccs3)cc2CN(Cc2ccc(F)cc2)C1=O (centres undefined),?
Cc1cc(C)n(-c2nc3c(c(=O)n(C/C=C/c4ccccc4)c(=O)n3C)n2C)n1,15.5%
Cc1cn2nc(C(=O)NCc3ccccc3F)cc2c(N2CCCC2)n1,25.1µM*
CNC(=O)CN1C(=O)COc2ccc(S(=O)(=O)N3CCC(C)CC3)cc21,-17.6%
Cn1c(=O)c2c(n3c4ccccc4nc13)NC(=O)CC2c1ccccc1F (centres undefined),?
Cc1ccc(-c2ncc(C(=O)NCC3CCCCC3)c(-c3ccncc3)n2)cc1,-9.1%
Cc1cc(F)ccc1NC(=O)CCc1c[nH]c2ccccc12,3.1%
CCOc1ccc(C(=O)N2CCN(c3nnc4ccc(C(F)(F)F)cn34)CC2)cc1,?
Cc1ncsc1CN1CCOc2ccc(C(=O)NCc3ccccc3F)cc2C1,5.2%

# A portion of the library; count on the stated rates, not on these rows.
